MgcRacGAP inhibition – MgcRacGAP GTPase-activating activity inhibitors, confirmation, biochemical, ADP Hunter fluorescence; MgcRacGAP-stimulated Rac1 GTP hydrolysis, ADP Hunter fluorescence; higher % means a stronger effect; GST-tagged Rac1 F28L mutant substrate; inhibition, % at 30 µM, or IC50 in µM where a hit was titrated; 0.6% of 340,000 active; AID 624330;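 active = first-screen hits whose inhibition reached a set limit at any dose in the follow-up dose series; inconclusive = inhibition above the set first-screen limit but never retested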;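 also: fluorescence reports GDP produced by GAP-driven GTP hydrolysis; strong numbers were not always called active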
b-catenin transl – beta-catenin nuclear translocation modulation; 0.3% of 190,000 active; nuclear translocation activity, % at 5 µM; AID 1665; HeLa beta-catenin nuclear translocation, immunofluorescence imaging;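 active = nuclear translocation activity above 50% at 5 µM, with a well cell count of 50 or more; inconclusive = wells under 50 cells across six images, flagged as toxic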;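 also: per-cell ratio of nuclear to cytoplasmic median beta-catenin stain intensity; plate controls were DMSO negative control for no effect and GSK-3 inhibitor IX positive control for full effect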
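System: HeLa cells, endogenous beta-catenin; compound dosing: 5 µM primary single dose, 0.1% DMSO, 0.02–20 µM confirmation series; incubation: 24 h compound exposure at 37°C, 5% CO2; signal: beta-catenin immunofluorescence imaging with DAPI; evaluation: % activation, nuclear-to-cytoplasmic median beta-catenin signal ratio per cell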
West Nile virus CPE – inhibition of WNV-induced cytopathic effect – cell-based, CPE readout (AID 1621); 0.02% of 290,000 active; CPE inhibition, % at 10 µM; hits with a dose series show IC50 in µM; West Nile virus-infected cells, CPE inhibition; higher % means a stronger effect; in the data active = a potency from the dose series; inconclusive = CPE inhibition mostly from about 3.7% at the one dose, without a potency; inactive = the rest, 99 in 100 with CPE inhibition below about 2.2%; also: strong numbers were not always called active
Large T inhibition – SV40 large T antigen inhibitors, biochemical (AID 1903) | inhibition, % at 20 µM; hits with a dose series show IC50 in µM | 0.39% of 310,000 active | SV40 large T antigen ATPase/helicase inhibition assay; higher % means a stronger effect; in the data active = a potency from the dose series; inconclusive = inhibition mostly from about 32% at the one dose, without a potency; inactive = the rest, 99 in 100 with inhibition below about 32%; also: strong numbers were not always called active
WT yeast gro inh – growth inhibition of WT yeast, mitochondrial fusion screen; 2.1% of 190,000 active; mitochondrial fusion phenotypic screen, WT strain; AID 1362; inhibition, % at 10 µM; in the data active = inhibition above about 58%; tested in S. cerevisiae
RSV antiviral HEp-2 – inhibition of RSV-induced cytopathic effect – HEp-2 cells, primary 10 µM value included (AID 2391) | HEp-2 cells, RSV-induced CPE inhibition; higher % means a stronger effect | 0.13% of 310,000 active | CPE inhibition, % at 10 µM; hits with a dose series show IC50 in µM; in the data active = a potency from the dose series; inconclusive = CPE inhibition mostly from about 23% at the one dose, without a potency; inactive = the rest, 99 in 100 with CPE inhibition below about 21%; also: strong numbers were not always called active
Myeloid diff 2 – promotes myeloid progenitor differentiation; ER-HoxA9 myeloid progenitors, lysozyme-GFP differentiation, flow cytometry; calls only at 10 µM; 1% of 360,000 active;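 active = normalized GFP-positive differentiation at or above the plate's own cutoff, the solvent-only control mean plus 3 SD; inconclusive = no clear call, values can overlap the other calls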;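 also: cells exposed to compound for four days before flow analysis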
T cell modulator – modulates CD8 T cell binding to vesicles; 2C CD8+ T cell-vesicle binding, flow cytometry; stronger effect = lower value; calls only at 7 µM; 0.068% of 330,000 active; AID 2052;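 active = response, share of CD8 T cells binding vesicles, and their 90th percentile fluorescence all below set limits, cut at about 80% in these data, passing the limit was not always enough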
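Incubation: binding step 1.5 h, 37 °C, antibody labelling 20 min, ice; system: murine 2C transgenic CD8+ T lymphocytes; technique: cytometric PE anti-B7-1 and Alexa647 anti-CD8 signals after 1% paraformaldehyde fixation; also added: QL9-charged Drosophila Ld/ICAM-1/B7-1 vesicles; control set: naked versus QL9-loaded vesicles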
PhoP inhibition – PhoP-dependent GFP reporter repression – Salmonella Typhimurium, primary screen (AID 1863) | one-dose inhibition, % at 50 µM; IC50 in µM for titrated hits | 0.16% of 300,000 active | S. Typhimurium PhoP-regulated promoter GFP reporter, 4 h; higher % means a stronger effect;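 active = inhibition over 29.93%, a cutoff 3 SD above the screen mean, later confirmed by dose response; inconclusive = inhibition over 29.93% but no dose response follow-up; inactive = inhibition at most 29.93% or unconfirmed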;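 also: 0% = low Mg2+ inducing control and 100% = high Mg2+ repressing control; strong numbers were not always called active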
WT yeast gro inh mutant strain – recorded beside WT yeast gro inh, whose call it bears; inhibition, %; mitochondrial fusion phenotypic screen, mutant strain inhibition
b-catenin transl cell count 5 µM – second read-out of b-catenin transl, no call of its own (marks repeat the call); cell count; measured here: cell count, cytotoxicity flag
T cell modulator vesicle-bound % – recorded beside T cell modulator, whose call it bears; double positive events, %; measured here: CD8+ vesicle-bound cell fraction;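 binding gate set so that unloaded-vesicle control wells show 10% double positive cells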
Myeloid diff 2 GFP+ MAC1+ % – also measured in Myeloid diff 2; calls as there; GFP+ MAC1+ double positive, %; measured here: differentiation confirmed by MAC1 staining
Active calls of the source: *; i = inactive; ? = inconclusive; . = not tested or not shown; + = active, no number.

Results follow in this order: MgcRacGAP inhibition	b-catenin transl	b-catenin transl cell count 5 µM	West Nile virus CPE	Large T inhibition	WT yeast gro inh	WT yeast gro inh mutant strain	RSV antiviral HEp-2	Myeloid diff 2	Myeloid diff 2 GFP+ MAC1+ %	T cell modulator	T cell modulator vesicle-bound %	PhoP inhibition
CC(C)(C)c1cc(CCC(=O)NN)cc(C(C)(C)C)c1O
→ 3.0%	0.7	1180	-0.5%	2.5%	-6.4	10.6	0.4%	i	0.7	i	54.3	0.4%
CCOC(=O)c1ccc(NC(=O)CSc2nc(SC)ns2)cc1
→ 9.8%	-0.6	1257	-0.2%	8.5%	3.1	-4.7	16.1%	i	0.7	i	3.2	5.5%
CCC(C)(C)NC(=O)CN(C(=O)CCC(=O)Nc1ccccn1)c1ccc2c(c1)OCO2
→ 3.3%	.	.	-0.9%	19.9%	.	.	0.6%	i	0.8	i	26.9	-1.5%
Cc1ccc(N=C2NC(=O)/C(=C\c3ccsc3)S2)c(C)c1
→ 2.7%	-4.1	981	-1.3%	0.6%	83.3	94.1	?	i	0.1	i	56.0	5.0%
CC1(C)c2[nH]c3ccccc3c2C[C@@H]2C(=O)N(Cc3ccccc3Cl)C(=O)N21
→ 2.7%	.	.	-0.5%	-0.8%	.	.	1.8%	i	1.9	i	22.3	-1.9%
Cc1ccc(N(Cc2cc3ccccc3[nH]c2=O)C(=O)c2cccs2)cc1
→ 6.7%	-1.7	1001	-0.7%	1.4%	24.8	-3.6	8.6%	i	1.4	i	53.6	3.9%
CC(C)(C)c1ccc(C(=O)c2c[nH]c(C(=O)NCC3CCCO3)c2)cc1 (centres undefined)
→ 0.2%	-0.6	1084	-0.3%	5.5%	-5.9	-3.9	17.9%	i	0.5	i	49.7	0.6%
O=C(NC(=S)NNC(=O)c1ccco1)c1ccc(Br)cc1
→ 17.9%	.	.	0.4%	6.5%	.	.	-1.6%	i	0.0	i	34.5	-3.7%
COCC(=O)Nc1cc(OC)ccc1OC
→ 2.4%	-0.8	972	0.7%	7.8%	10.1	3.2	1.1%	i	0.6	i	41.1	-16.6%
CCOC(=O)c1ccc(NC(=O)CSc2nc(=O)n(CCN3CCOCC3)c3c2CCC3)cc1
→ 1.5%	.	.	.	15.2%	.	.	2.4%	i	0.7	i	14.8	2.5%
Nc1nc(-c2ccccc2)cc(N2CCCCC2)n1
→ 8.5%	56.0*	407*	1.7%	7.2%	-36.3	-4.1	1.3%	.	.	i	36.9	-1.7%
CCOC(=O)N1CCN(C(=O)c2cc(OC)c(OC)c(OC)c2)CC1
→ 3.9%	.	.	-0.2%	3.2%	.	.	1.8%	i	0.7	i	47.9	-0.9%
Cc1cccc(N(Cc2ccc(Cl)cc2)S(C)(=O)=O)c1
→ -3.3%	-4.0	1047	-0.7%	3.9%	5.0	-0.2	1.2%	i	0.4	i	50.5	-9.9%
Cc1cc(C)c[n+](C[n+]2cc(C)cc(C)c2)c1
→ 1.4%	0.7	1035	0.3%	12.7%	-1.1	4.3	1.1%	i	0.2	i	43.3	1.6%
O=C(CSc1nc(-c2ccco2)cc(C(F)(F)F)n1)N1CCc2ccccc2C1
→ 7.4%	.	.	-0.6%	12.4%	7.0	-32.2	3.5%	i	0.8	i	51.4	-5.9%
COc1ccc(-n2ncc3c(=O)n(CC(=O)NC(C)C)cnc32)cc1
→ -0.6%	.	.	0.3%	8.1%	.	.	0.9%	i	0.5	i	51.8	3.1%
Cc1cc(C)n2nc(C(=O)OCC(=O)N3CC(C)CC(C)C3)nc2n1 (centres undefined)
→ 6.4%	.	.	.	11.5%	.	.	1.1%	i	0.9	i	49.2	-0.1%
COC(=O)c1cccc2c1-c1ccccc1/C2=N/O
→ 10.4%	-3.2	1145	.	1.3%	23.3	24.4	18.8%	i	0.6	i	53.6	-4.2%
CC1=C(C(=O)N2CCOCC2)C(c2ccccc2F)NC(=O)N1 (centres undefined)
→ 9.2%	-2.6	1084	-0.1%	2.4%	19.6	1.0	2.6%	i	0.7	i	35.8	2.0%
C/C(=N\NC(=S)Nc1ccc(F)cc1)C1CC1
→ -2.5%	-2.5	1218	-0.2%	10.3%	38.0	47.5	-0.1%	i	1.2	i	20.4	9.6%

Following part:
Results follow in this order: MgcRacGAP inhibition	b-catenin transl	b-catenin transl cell count 5 µM	West Nile virus CPE	Large T inhibition	WT yeast gro inh	WT yeast gro inh mutant strain	RSV antiviral HEp-2	Myeloid diff 2	Myeloid diff 2 GFP+ MAC1+ %	T cell modulator	T cell modulator vesicle-bound %	PhoP inhibition
CCOc1ccc(C(=O)/C=C/c2cn(CN3CCN(C)CC3)c3ccccc23)cc1
→ 7.1%	.	.	-0.8%	18.1%	28.5	-13.1	-3.8%	i	1.3	i	34.6	-8.2%
COc1ccc(S(=O)(=O)Cc2ccc(C(=O)N3CCCC3)o2)cc1
→ -2.2%	.	.	-0.7%	-1.7%	-2.2	2.2	4.7%	i	2.5	i	39.6	-0.3%
Cc1cccc(NC(=S)N/N=C/c2c[nH]c3ccccc23)c1
→ 12.2%	.	.	-1.5%	16.5%	75.7	77.1	3.8%	?	.	i	41.7	1.1%
O=C(CC(Nc1ccccc1)C(=O)O)c1ccccc1 (centres undefined)
→ 11.1%	-2.2	716	-0.5%	12.9%	10.2	36.3	0.1%	i	0.5	i	16.5	16.1%
O=C(N1CCN(c2cccc(Cl)c2)CC1)C1(c2cccs2)CCOCC1
→ 2.3%	-0.6	1056	-0.5%	0.3%	7.4	-18.0	4.2%	i	0.6	i	54.7	2.0%
CN(C)CCCNC1=CC(=O)OC12CCCCC2
→ 7.0%	0.9	1182	-0.3%	2.6%	5.2	15.2	0.7%	i	1.3	i	25.5	4.9%
CCOc1ccc(CCNC(=O)CSCC(=O)Nc2ccc(OC)cc2)cc1OCC
→ 2.4%	.	.	.	.	.	.	0.1%	i	1.1	i	20.1	.
C/C(=N\NC(=O)c1ccco1)c1cccc2ccccc12
→ 3.8%	.	.	-0.7%	9.2%	.	.	1.7%	i	0.7	i	34.5	-5.6%
Cc1ccc(S(=O)(=O)N2CCC(C(=O)Nc3ccc(S(=O)(=O)N4CCCC4)cc3)CC2)cc1
→ -2.7%	.	.	.	23.0%	.	.	0.3%	i	0.4	i	56.7	0.0%
N=c1oc2ccc(Br)cc2cc1C(=O)NCc1ccccc1
→ 6.2%	.	.	-0.7%	20.8%	.	.	4.7%	i	1.4	i	57.5	-2.0%
Cc1ccc(-c2nnc(Nc3ccc(CC(N)=O)cc3)c3ccccc23)cc1
→ 7.5%	0.6	1279	0.9%	-4.1%	20.0	5.5	9.4%	i	2.2	i	28.6	2.9%
Cc1ccc(CNC(=O)CSc2nc3[nH]ncc3c(=O)[nH]2)cc1
→ -3.2%	0.2	928	0.2%	0.9%	5.4	8.2	1.4%	i	0.7	i	5.5	9.8%
CC(=O)c1ccc(OC(=O)COc2ccccc2)cc1
→ 0.7%	.	.	0.3%	11.8%	.	.	1.1%	i	0.6	i	60.0	-8.9%
C=CCN1C(=O)C(Cc2ccc(F)cc2)S/C1=N/N=C/c1ccco1 (centres undefined)
→ 9.3%	1.1	1137	-1.4%	2.0%	0.8	-9.8	1.2%	i	0.7	+	2.7*	-8.5%
O=c1n(-c2ccc(Br)cc2)cnn1-c1ncccc1[N+](=O)[O-]
→ 5.8%	1.3	1474	-0.6%	4.5%	4.9	-5.6	3.0%	i	0.4	i	9.6	0.2%
Cc1ccc(C)c(N2CCN(CCCNC(=O)CCn3c(=O)c4cccn4c4cccnc43)CC2)c1
→ 12.5%	.	.	-0.2%	15.1%	.	.	-1.1%	i	1.7	i	37.5	-3.2%
Cc1ccc(NC(=S)NNC(C)(C)C)cc1
→ 11.3%	-2.0	1147	1.5%	4.0%	.	.	2.3%	i	0.9	i	42.5	3.8%
Cc1cc(C)c2cccc(NC(=S)NC(=O)c3ccccc3)c2n1
→ 9.4%	-0.6	1350	0.1%	3.0%	29.7	41.9	4.0%	i	3.1	i	34.0	-15.6%
CN(C(=S)NCCN1CCOCC1)C(c1ccccc1)c1ccccc1
→ ?	3.9	947	-1.3%	5.8%	-9.7	8.1	-0.6%	i	0.1	i	52.8	-7.5%
N#CCSc1nc2cc(C(=O)N3CCCC3)ccc2c(=O)n1Cc1ccccc1
→ 4.0%	0.9	1231	0.0%	-3.0%	-20.5	-5.0	1.7%	i	1.8	i	18.1	12.2%
O=C1C2CCCCN2C(=O)N1CCCN1CCN(c2ccc(F)cc2)CC1 (centres undefined)
→ -1.4%	.	.	-0.7%	6.6%	.	.	0.2%	i	0.2	i	64.9	6.6%
CN(C)c1ccc(-c2ccc([C@H]3[C@@H]4C=CCC[C@@]4(C)C(=O)N3Cc3ccccc3)c(F)c2)cc1
→ 13.8%	1.4	1035	-0.3%	-0.9%	.	.	-1.1%	i	3.6	i	45.1	3.1%
O=C(c1cccs1)N1CCN(Cc2ccccn2)CC1
→ 9.0%	0.5	1532	-0.6%	8.6%	9.7	-0.2	3.3%	i	1.7	i	56.0	9.9%
